NS5 inhibitors = flavivirus cap methylation enzyme inhibition – biochemical, confirmation dose response, primary screen (AID 588689). Dengue-2 NS5 methyltransferase capping enzyme assay, biochemical; higher % means a stronger effect. one-dose inhibition, % at 25 µM; IC50 in µM for titrated hits. hit rate 0.3% among 340,000; in the data active = a potency from the dose series; inconclusive = inhibition above about 29% without an active follow-up result
Salmonella PhoP GFP = PhoP-dependent GFP reporter repression – Salmonella Typhimurium, primary screen (AID 1863); S. Typhimurium PhoP-regulated promoter GFP reporter, 4 h; higher % means a stronger effect; inhibition, % at 50 µM; hits with a dose series show IC50 in µM; hit rate 0.16% among 300,000;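 active = inhibition over 29.93%, a cutoff 3 SD above the screen mean, later confirmed by dose response; inconclusive = inhibition over 29.93% but no dose response follow-up; inactive = inhibition at most 29.93% or unconfirmed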;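 also: 0% = low Mg2+ inducing control and 100% = high Mg2+ repressing control; strong numbers were not always called active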
UTI89 phage lysis = protection from phage-mediated lysis, alamar blue read-out – E. coli UTI89, K1F phage, bacterial capsule biogenesis inhibitors (AID 488966) | hit rate 0.02% among 340,000 | inhibition, % at 100 µM, or IC50 in µM where a hit was titrated | E. coli UTI89 K1F phage lysis, alamar blue, 2 h; higher % means a stronger effect;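 active = phage lysis inhibition, versus mean bacterial control, above a set limit; inconclusive = no clear call, values can overlap the other calls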;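 also: capsule biogenesis inhibitors block K1F phage lysis so surviving cells raise fluorescence; higher fluorescence means more inhibition of phage lysis; actives were called in the ten point dose series up to 300 µM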
MgcRacGAP inhibition = MgcRacGAP GTPase-activating activity inhibitors, confirmation, biochemical, ADP Hunter fluorescence. AID 624330. inhibition, % at 30 µM, or IC50 in µM where a hit was titrated. MgcRacGAP-stimulated Rac1 GTP hydrolysis, ADP Hunter fluorescence; higher % means a stronger effect; GST-tagged Rac1 F28L mutant substrate. hit rate 0.6% among 340,000;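 active = first-screen hits whose inhibition reached a set limit at any dose in the follow-up dose series; inconclusive = inhibition above the set first-screen limit but never retested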;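 also: fluorescence reports GDP produced by GAP-driven GTP hydrolysis; strong numbers were not always called active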
RSV antiviral HEp-2 = inhibition of RSV-induced cytopathic effect – HEp-2 cells, primary 10 µM value included (AID 2391); HEp-2 cells, RSV-induced CPE inhibition; higher % means a stronger effect; CPE inhibition, % at 10 µM, or IC50 in µM where a hit was titrated; hit rate 0.13% among 310,000; in the data active = a potency from the dose series; inconclusive = CPE inhibition mostly from about 23% at the one dose, without a potency; inactive = the rest, 99 in 100 with CPE inhibition below about 21%; also: strong numbers were not always called active
T cell HTS = T cell immune modulators affecting CD8 T cell-vesicle binding; AID 2052; calls only at 7 µM; hit rate 0.068% among 330,000; 2C CD8+ T cell-vesicle binding, flow cytometry; hits give low values;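 active = response, share of CD8 T cells binding vesicles, and their 90th percentile fluorescence all below set limits, cut at about 80% in these data, passing the limit was not always enough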
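Also added: QL9-peptide-loaded Drosophila micro-vesicles bearing Ld, ICAM-1 and B7-1; Test system: purified 2C TCR transgenic mouse naive CD8+ T cells; Measured by: cytometric PE anti-B7-1 and Alexa647 anti-CD8 signals after 1% paraformaldehyde fixation; Timing: binding step 1.5 h, 37 °C, antibody labelling 20 min, ice.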
West Nile virus CPE = West Nile virus antiviral activity, cell-based, CPE readout (AID 1621); one-dose CPE inhibition, % at 10 µM; IC50 in µM for titrated hits; hit rate 0.02% among 290,000; West Nile virus-infected cells, CPE inhibition; higher % means a stronger effect; in the data active = a potency from the dose series; inconclusive = CPE inhibition mostly from about 3.7% at the one dose, without a potency; inactive = the rest, 99 in 100 with CPE inhibition below about 2.2%; also: strong numbers were not always called active
SV40 large T antigen = TAg ATPase/helicase activity blockers – biochemical (AID 1903). SV40 large T antigen ATPase/helicase inhibition assay; higher % means a stronger effect. hit rate 0.39% among 310,000. one-dose inhibition, % at 20 µM; IC50 in µM for titrated hits; in the data active = a potency from the dose series; inconclusive = inhibition mostly from about 32% at the one dose, without a potency; inactive = the rest, 99 in 100 with inhibition below about 32%; also: strong numbers were not always called active
NTR1 agonist = NTR1-driven beta-arrestin-GFP spot formation – imaging, U2OS cells, high content, primary screen (AID 493036); hit rate 0.17% among 330,000; agonist mode; P30989; activation, % at 20 µM;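 active = activation at or above 40% of the spot to cytoplasm intensity ratio, with at least 20 cells analyzed; inconclusive = wells under 20 cells, flagged as cytotoxic or low count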;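 also: 0% = DMSO without peptide and 100% = 100 nM NTR1 peptide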
Target sequence (P30989 whole entry, looked up): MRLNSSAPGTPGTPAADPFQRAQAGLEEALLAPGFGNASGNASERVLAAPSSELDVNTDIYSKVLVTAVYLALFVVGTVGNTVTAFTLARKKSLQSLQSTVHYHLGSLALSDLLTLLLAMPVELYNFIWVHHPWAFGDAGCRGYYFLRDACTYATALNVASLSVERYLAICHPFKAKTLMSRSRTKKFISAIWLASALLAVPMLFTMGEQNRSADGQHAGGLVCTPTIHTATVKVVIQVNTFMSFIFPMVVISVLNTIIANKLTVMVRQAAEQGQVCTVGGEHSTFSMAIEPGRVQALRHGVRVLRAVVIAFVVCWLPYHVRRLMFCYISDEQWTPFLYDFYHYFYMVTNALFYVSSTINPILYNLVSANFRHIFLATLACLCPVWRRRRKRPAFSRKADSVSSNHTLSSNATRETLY
T cell HTS vesicle-bound % = second read-out of T cell HTS, no call of its own (marks repeat the call); double positive events, %; measured here: CD8+ vesicle-bound cell fraction;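 binding gate set so that unloaded-vesicle control wells show 10% double positive cells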
NTR1 agonist cell count 20 µM = recorded beside NTR1 agonist, whose call it bears; cell count; measured here: cell count, cytotoxicity flag
Numbers without * were called inactive; i = inactive; ? = inconclusive; nt = no result given; [ ] = another dose, or the depositor's remark. This is a subset; the hit share may differ from the screen's.

SMILES | NS5 inhibitors | Salmonella PhoP GFP | UTI89 phage lysis | MgcRacGAP inhibition | RSV antiviral HEp-2 | T cell HTS | T cell HTS vesicle-bound % | West Nile virus CPE | SV40 large T antigen | NTR1 agonist | NTR1 agonist cell count 20 µM
CCOC(=O)C(O)(c1ccc(N(CC)C(=O)OC)cc1)C(F)(F)F (stereo unspecified) | -5.0% | -5.0% | -0.3% | -7.4% | 5.5% | i | 50.0 | 0.2% | 2.6% | 1.2 | 67
c1ccc(C2(N3CCCCC3)CCCCC2)cc1 | 0.7% | nt | 0.4% | -2.4% | nt | i | 9.2 | nt | nt | -0.6 | 87
CCOc1cc(/C=C2\C(=O)NC(=O)N(CCc3ccc(F)cc3)C2=O)ccc1O | 0.3% | -4.2% | 0.2% | 16.1% | 0.0% | i | 21.4 | 0.6% | 21.2% | -1.6 | 52
COc1cc(/C=C2\C(=O)NC(=O)N(CCc3ccc(F)cc3)C2=O)ccc1O | 24.0% | -13.6% | 0.2% | 13.6% | 0.6% | i | 55.5 | 0.3% | 20µM* | 2.2 | 69
COC(=O)C1=C(c2ccc(OC(F)(F)F)cc2)C[C@@H]2CC[C@H]1N2C(=O)N1CCOCC1 | -8.0% | nt | 1.2% | 5.7% | 1.1% | i | 18.8 | nt | nt | 0.2 | 54
Fc1ccccc1CNC1CN2CCC1CC2 (stereo unspecified) | 0.0% | -2.2% | 0.1% | 4.6% | 0.2% | i | 59.1 | 0.2% | 23.1% | -2.0 | 62
COc1ccc(/C=C/C(=O)c2c(O)n(CCC3=CCCCC3)c(=O)[nH]c2=O)cc1 | 1.1% | 1.4% | 3.6% | 2.8% | -1.6% | i | 41.9 | -0.6% | 17.0% | 0.0 | 52
Nc1c2c(nc3ccccc13)CCN(Cc1ccccc1)C2 | 9.1% | nt | 0.2% | 11.1% | 1.2% | i | 45.7 | -0.4% | 12.0% | -1.3 | 93
O=S1(=O)CC2(N3CCOCC3)CCCCCCC21 (stereo unspecified) | -0.8% | -10.2% | 10.0% | -0.1% | 2.3% | i | 17.1 | 1.3% | 8.8% | 1.5 | 75
CNC(=O)O/N=C/c1nn(C(=O)C(C)(C)C)cc1Br | 2.4% | -2.2% | -0.3% | 9.6% | 1.6% | i | 30.6 | -0.2% | 5.6% | 0.0 | 49
CN(C)CCN=Cc1c(O)n(Cc2ccco2)c(=O)[nH]c1=O | -5.6% | 19.1% | 0.8% | 6.7% | 0.8% | i | 38.6 | -0.2% | -0.1% | -1.0 | 75
CN(C/N=C(\N)N[N+](=O)[O-])S(=O)(=O)c1ccccc1 | nt | 3.7% | nt | nt | -1.6% | i | 55.0 | 0.1% | 5.8% | -0.3 | 50
COC(=O)Cn1cc(/C=C2\C(=O)NC(=O)N(c3ccc(OC)cc3)C2=O)c2ccccc21 | ? | -14.9% | -0.1% | -0.7% | 0.2% | i | 48.7 | -0.8% | 3.6% | 3.8 | 91
O=Cc1c(C(=O)O)n(Cc2ccc(Cl)cc2)c2ccccc12 | ? | -76.0% | -1.5% | 3.0% | 2.9% | i | 44.6 | 0.5% | 12.2% | 2.4 | 44
C#CC(CC)(CC)NC(=O)Nc1ccc(OCC)cc1 | -19.0% | -4.6% | 0.2% | 9.0% | 0.4% | i | 54.7 | -0.9% | 12.3% | -2.6 | 67
Cc1cccc(CN2CCCC(C(=O)c3ccc(C(F)(F)F)cc3)C2)n1 (stereo unspecified) | -5.3% | 9.8% | 0.8% | 7.2% | -0.9% | i | 48.7 | -1.8% | 3.0% | 1.0 | 89
C=CCOC(=O)COc1cc(C)cc2oc(=O)c3c(c12)CCC3 | -5.8% | -0.8% | -0.3% | -0.2% | 0.6% | i | 43.8 | -0.2% | 12.1% | 6.2 | 81
CCN(CC)P(=O)(/C=C(\Cl)c1ccccc1)/C=C(\Cl)c1ccccc1 | 2.3% | 0.5% | 0.3% | 6.5% | 3.1% | i | 23.4 | -0.1% | 29.8% | 2.6 | 55
CCCc1nc2ccc(Br)cc2c(=O)n1-c1ccc([N+](=O)[O-])c(C(F)(F)F)c1 | 2.6% | -6.3% | 1.9% | 10.7% | 9.6% | i | 40.9 | ? | 11.0% | 3.0 | 63
O=C(CN1CCCC1)Nc1ccc(Cl)cc1C(=O)c1ccccc1 | 0.8% | -0.1% | 0.0% | 22.2% | -2.2% | i | 22.3 | -0.7% | 5.7% | 0.2 | 66
CC(C)OCC(O)CN1CC2C[C@@H](C1)Cn1c2cccc1=O (stereo partly specified) | -2.7% | -4.5% | 1.4%[50 µM] | 5.9% | 0.4% | i | 30.9 | -0.8% | 18.1% | -0.7 | 42
Cc1ccc(N2C(=O)NC(=O)/C(=C/c3cnn(-c4ccc(C)cc4)c3)C2=O)cc1 | 2.5% | -50.3% | 0.3%[50 µM] | 5.0% | 1.1% | i | 29.9 | -0.2% | 22.9% | -0.3 | 92
CC(C)(C)N1C(=O)NC(=O)/C(=C\c2ccc3c(c2)CCN3CCCCl)C1=O | -58.2% | -5.8% | 0.7% | 22.9% | 2.7% | i | 30.9 | 0.3% | 30.7% | 0.1 | 41
COc1ccc2c3c1OC1C(=O)CC[C@@]4(O)[C@@H](C2)N(CC2CC2)CC[C@]314 (stereo partly specified) | 0.0% | nt | 0.0% | 2.5% | nt | i | 10.0 | nt | nt | -1.8 | 53
Cc1[nH]c2c(Cl)cccc2c1CCN | nt | nt | nt | nt | -0.1% | i | 50.6 | -0.5% | nt | -0.4 | 72
O=C(c1ccc(CNS(=O)(=O)c2ccccc2)cc1)N1CCC2(CC1)OCCO2 | -4.1% | 3.8% | 11.2% | 9.9% | 1.6% | i | 47.3 | nt | 23.1% | 0.0 | 71
CCc1ccc(NP(=O)(Oc2ccccc2F)Oc2ccccc2F)cc1 | -5.2% | 3.2% | 0.0% | 4.8% | 4.0% | i | 43.9 | -0.8% | 7.2% | 8.1 | 59
COC(=O)C1=C(c2c(C)noc2C)C[C@@H]2CC[C@H]1N2C(=O)NC1CCCCC1 | 0.7% | nt | 1.6% | 9.8% | 0.2% | i | 57.3 | nt | nt | 0.2 | 49
CCC(=NCc1cccnc1)c1c(O)n(-c2ccccc2)c(=O)[nH]c1=O | nt | -7.1% | nt | nt | 2.6% | i | 60.3 | 0.0% | 7.0% | 0.1 | 60
CC(=O)C1C2c3ccccc3OC1(C)N=c1s/c(=C/c3cnn(C)c3)c(=O)n12 (stereo unspecified) | -6.0% | -6.8% | 0.6% | 9.4% | 1.2% | i | 15.0 | -0.2% | 24.8% | 0.2 | 50
COc1ccc(C(=O)CN2CCCCC2)cc1 | 3.2% | 4.9% | 0.6% | 4.7% | -1.7% | i | 29.0 | 1.8% | -2.1% | 0.8 | 49
Cc1ncc2n1-c1ccc(Cl)cc1C(c1ccccc1F)=NC2 | -4.8% | nt | 1.6% | 3.1% | nt | i | 5.4 | nt | nt | 1.2 | 43
NC(=O)CN1CC(c2ccccc2)CC1=O (stereo unspecified) | -7.0% | 0.7% | 2.2% | 12.9% | 2.5% | i | 15.5 | 0.4% | nt | 1.1 | 42
COC(=O)C1=C(c2ccc(F)cc2OCc2ccccc2)C[C@@H]2CC[C@H]1N2C(=O)NCc1ccc2[nH]ccc2c1 | -6.6% | nt | 1.8% | 10.9% | 8.5% | i | 40.7 | nt | nt | 2.3 | 43
Cc1nn(C2CCOC(C)(C)C2)c2c1C(c1ccc(OC(C)C)cc1)SCC(=O)N2 (stereo unspecified) | -6.2% | -4.4% | -5.0% | 4.0% | 1.5% | i | 46.8 | -0.1% | 1.4% | -0.1 | 85
C[C@]12CC[C@H](O)C[C@H]1CC[C@@H]1[C@@H]2CC[C@]2(C)[C@@H](C3=CC(=O)OC3)CC[C@]12O | -0.7% | -4.0% | 0.5% | 2.6% | -0.4% | i | 49.0 | nt | -5.8% | 0.4 | 55
Cc1ccc(S(=O)(=O)Nc2cc(C(=O)N3CCC4(CC3)OCCO4)ccc2N2CCCCC2)cc1 | 0.0% | -2.0% | -0.2% | 10.1% | 0.6% | i | 19.3 | -0.3% | 1.7% | 3.4 | 26
COC(=O)C1=C(c2cc3ccccc3o2)C[C@@H]2CC[C@H]1N2C(=O)NCCO | -9.6% | nt | 0.0% | 11.6% | 0.3% | i | 47.6 | -0.4% | 15.8% | -1.2 | 90
C=CCN1C(=O)/C(=C/c2cccs2)C(=O)NC1=S | 43.8µM* | 2.6% | 1.8% | 22.3% | 0.4% | i | 40.8 | -0.3% | ? | nt | nt
O=C(O)C1C2CCC(O2)C1C(=O)Nc1cccc(Br)c1 (stereo unspecified) | -0.7% | 0.4% | -0.3% | 1.8% | 4.8% | i | 57.5 | 0.5% | 9.5% | -0.1 | 84

Overlap with the part before: two compounds, followed by the next part.
SMILES | NS5 inhibitors | Salmonella PhoP GFP | UTI89 phage lysis | MgcRacGAP inhibition | RSV antiviral HEp-2 | T cell HTS | T cell HTS vesicle-bound % | West Nile virus CPE | SV40 large T antigen | NTR1 agonist | NTR1 agonist cell count 20 µM
C=CCN1C(=O)/C(=C/c2cccs2)C(=O)NC1=S | 43.8µM* | 2.6% | 1.8% | 22.3% | 0.4% | i | 40.8 | -0.3% | ? | nt | nt
O=C(O)C1C2CCC(O2)C1C(=O)Nc1cccc(Br)c1 (stereo unspecified) | -0.7% | 0.4% | -0.3% | 1.8% | 4.8% | i | 57.5 | 0.5% | 9.5% | -0.1 | 84
COc1ccc(C[C@@H]2c3cc(O)c(OC)cc3CCN2C)cc1O | -2.8% | 3.2% | 0.0% | 7.5% | -0.9% | nt | nt | -0.2% | 24.9% | -0.8 | 59
O=c1[nH]cc(COCC(F)(F)C(F)(F)C(F)(F)F)c(=O)[nH]1 | nt | -4.0% | 0.4% | 1.3% | 0.2% | i | 62.1 | 1.6% | 6.8% | -1.1 | 94
NCCc1ccccc1 | 2.2% | -1.2% | 0.2% | -1.2% | 1.2% | i | 24.4 | -0.2% | 7.8% | -2.3 | 92
C[N+]1(C)[C@@H]2CC[C@H]1CC(OC(=O)[C@@H](CO)c1ccccc1)C2 (stereo partly specified) | 0.7% | 0.5% | 0.2% | 6.0% | 2.4% | i | 30.0 | -0.2% | 3.3% | 2.7 | 72

Screening results deposited in PubChem BioAssay by several laboratories.
